# Bioassay records: PubChem BioAssay, National Center for Advancing Translational Sciences (NCATS)
# HttQ103 aggreg = reduces HttQ103-GFP aggregates in PC12 cells. PC12 HttQ103-GFP aggregates, Acumen cytometry, 40 h. Potency, µM (highest dose often 46.1 µM), inactives show at the highest dose activity change, negative = inhibition, actives largely listed as inhibitors. 220,000 compounds, 1.1% hits; further: potency means the concentration at half of the fitted maximal effect; on the % scale 0 is the no-effect control and ±100 the full control effect; nearly all actives have a fitted effect of over 60% in size
#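 Ecdysone-promoter PC12 model expressing HTT exon 1 Q103 fused to GFP, induced by tebufenozide at 100 nM final. Compounds titrated; aggregates sized 1–25 µm scored on a 488 nm laser cytometer.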
# Luc counter = Kinase-Glo luciferase inhibition (counter-screen). AID 1379. 200,000 compounds, 0.28% hits. Kinase-Glo luciferase, ATP luminescence, 8 min. Q27757. Potency, µM (titrated, usually from 38.3 µM), inactives show at the top dose activity change, negative = inhibition, hits mostly inhibitors; further: potency means the concentration at half of the fitted maximal effect; on the % scale 0 is the no-effect control and ±100 the full control effect; nearly all actives have a fitted effect of over 60% in size
#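 Compound is pinned into ATP-containing buffer (10 uM ATP, imidazole pH 7.2, 7 mM MgCl2). Kinase-Glo luciferase reagent is then added. Light output is recorded following an 8-min room-temperature incubation.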
# CBFb RUNX1 block = CBF-beta/RUNX1 interaction disruption; 230,000 tested, under 10 active; Potency, µM (series often up to 59.8 µM), inactives show at the top dose activity, negative = inhibition, most hits filed as inhibitors; AlphaScreen CBFb-His/RUNX1-biotin binding, biochemical; AID 1477; Q01196+Q13951; further: % of control where 0% means no effect
# Target sequence (Q01196 whole entry, looked up): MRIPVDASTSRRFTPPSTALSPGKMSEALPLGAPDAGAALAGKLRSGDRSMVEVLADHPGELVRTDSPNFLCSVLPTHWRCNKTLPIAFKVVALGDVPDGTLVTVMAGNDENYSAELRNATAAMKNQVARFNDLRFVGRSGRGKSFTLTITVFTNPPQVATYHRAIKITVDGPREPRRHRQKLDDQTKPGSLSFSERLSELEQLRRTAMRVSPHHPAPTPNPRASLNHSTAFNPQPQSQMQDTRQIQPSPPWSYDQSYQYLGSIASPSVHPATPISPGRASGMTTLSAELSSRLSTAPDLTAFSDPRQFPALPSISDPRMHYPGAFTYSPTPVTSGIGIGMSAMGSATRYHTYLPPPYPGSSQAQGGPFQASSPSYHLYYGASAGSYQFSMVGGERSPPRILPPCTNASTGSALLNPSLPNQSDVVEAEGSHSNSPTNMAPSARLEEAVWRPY
# Target sequence (Q13951 whole entry, looked up): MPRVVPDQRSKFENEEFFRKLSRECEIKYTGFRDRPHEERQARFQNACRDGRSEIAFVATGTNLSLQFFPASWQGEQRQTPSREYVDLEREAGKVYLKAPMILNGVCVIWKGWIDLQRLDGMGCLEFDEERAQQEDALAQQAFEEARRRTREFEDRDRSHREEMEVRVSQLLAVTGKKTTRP
#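 His-tagged CBF-beta and biotinylated RUNX1 (30 nM each) were premixed 20 min at room temperature, exposed to compound for 15 min, then given nickel-chelate and streptavidin AlphaScreen beads (50 ng each). After 90 min, AlphaScreen signal was read.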
# Lamin A splicing = LMNA splicing modulation; HeLa LMNA splicing GFP/RFP minigene ratio, 48 h; AID 1487; Potency, µM (top dose mostly 46.1 µM), inactives show top-dose ratio change, negative = inhibition, hits mostly inhibitors; 200,000 compounds, 0.01% hits; active means well fitted inhibition curve with a large enough effect in the signal ratio, with a control signal flat, not every such curve was filed as active; inconclusive means small, poorly fitted or top-dose-only effect, or effect the other way, or a change in a side signal; the % refers to the signal ratio; further: potency means the concentration at half of the fitted maximal effect; on the % scale 0 is the no-effect control and ±100 the full control effect
#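 Read-out is the ratio of GFP to DsRed2 object intensity, acquired by 488 nm laser-scanning cytometry on HeLa lamin A-EGFP minigene reporter cells. Compound incubation 48 hrs at 37 °C in Opti-MEM with 2% FBS; DMSO 0.5% final.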
# HTT ATP protect = protects HTT-Q103 PC12 cells, measured by ATP; PC12 HTT-Q103 induced, cytoprotection, ATP luminescence, 40 h; Potency, µM (top dose mostly 56.4 µM), without a hit: cytoprotection (ATP increase), actives largely listed as activators; 230,000 compounds, 0.14% hits;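 further: potency means the concentration at half of the fitted maximal effect; % of control where 0% means no effect; nearly all actives have a fitted effect of over 45% in size; toxic huntingtin expression switched on by the ecdysone agonist tebufenozide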
#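 Compounds added alongside 100 nM tebufenozide, which induces toxic Q103 huntingtin exon 1-GFP in stable PC12 cells; surviving cells quantified by luminescent ATP measurement. Medium: phenol red-free DMEM, 5% equine and 5% calf serum.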
# SMN2 splice enh = SMN2 splice variant enhancement | HEK293 SMN2-luciferase splicing reporter, luminescence, 30-36 h | Potency, µM (series often up to 46.1 µM), for the others: top-dose activity change, positive = activation, most hits filed as activators | 210,000 compounds, 2.8% hits; further: potency means the concentration at half of the fitted maximal effect; % of control where 0% means no effect; nearly all actives have a fitted effect of over 55% in size
#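 HEK293 cells carry an SMN2 minigene-luciferase reporter in which exon 7 inclusion puts luciferase in frame. Cells were seeded at 2000 cells/well, attached for 10-12 hours, then exposed to compounds for 30-36 hours at 37C before ONE-Glo luminescence.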
# IMPase Li inh = membrane-permeable IMPase blocker, potentiated with lithium; AID 1457; Potency, µM (highest dose often 59.4 µM), for the others: at the top dose activity, negative = IMPase inhibition, most hits filed as inhibitors; 210,000 compounds, 0.35% hits; CHO-M1 cells, IP1 TR-FRET (IP-One), carbachol + lithium;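 further: IP1 builds up when IMPase is blocked and the TR-FRET signal falls; potency means the concentration at half of the fitted maximal effect; plate controls were basal vehicle for no effect and high inhibitor control for full effect; nearly all actives have a fitted effect of over 50% in size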
#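 CHO cells stably expressing M1 receptor (2000/well) were cultured 16–30 h, then exposed to compounds with a small lithium addition for 30 min at 37C. IP1 was measured by TR-FRET competition; AC50 from Hill fits.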
# * marks the source's active call; other numbers are inactive results; ? = inconclusive; . = no result given; [ ] = another dose, or the depositor's remark. Unless noted, the call rests on the fitted dose curve; in most records, active means well fitted curve in the direction sought with a large enough effect; inconclusive means small, poorly fitted or top-dose-only effect, or another doubt; inactive means no such curve, though single readings can be large; an effect the other way counts as inactive or inconclusive.
SMILES,HttQ103 aggreg,Luc counter,CBFb RUNX1 block,Lamin A splicing,HTT ATP protect,SMN2 splice enh,IMPase Li inh
CC1=C/C(=N\N=C2\NC(=O)C(CC(=O)Nc3ccccc3)S2)CC(C)(C)C1 (centres undefined),18%[9.22 µM],-2%,-11%,-14%[46 µM],-26%[1.9 µM],-7%,0%
O=C(O)c1cccc(COc2ccccc2Cl)c1,-25%,?,2%,9%,-88%[inhibitor][0.074 µM],0.032µM*,28%[38.3 µM]
CCS(=O)(=O)N1CCN(c2cnn(-c3ccccc3)c(=O)c2Cl)CC1,27%,-7%,-4%,.,-17%,11%,-18%
CNc1nc(NCCOC23CC4CC(CC(C4)C2)C3)nc(OCC(F)(F)F)n1,-23%,-2%,-1%,8%,-36%,-20%,18%[38.3 µM]
Cc1c(C(=O)Nc2cccc(Cl)c2)cn2c(nc3ccccc32)c1C#N,14%,0%,1%,7%,-13%[0.074 µM],-5%,0%
CCOC(=O)c1c(C)nc2sc(C(=O)Nc3ccc(OC)cc3)c(N)c2c1-c1ccc(OC)cc1,-11%,-2%,9%,-21%,-52%[inhibitor][10 µM],-17%,18%[38.3 µM]
COC(=O)C1=C(C(=O)OC)C2C(C)=CC(C)=CN2C(C(=O)OC)=C1C(=O)OC (centres undefined),-12%,1%,3%,-3%,.,14%,-3%
CC1(C)OC2OC(COC(=O)c3ccccc3)C3OC(C)(C)OC3C2O1 (centres undefined),-10%,2%,7%,2%,12%[10 µM],4%,10%
COc1cccc(-n2nnc3c(=O)n(CC(=O)Nc4ccccc4C)cnc32)c1,20%,0%,-3%,-9%[46 µM],24%,12%,-7%
Cc1ccc(S(=O)(=O)Nc2ccccc2CNc2ccccn2)cc1,-10%,1%,4%,?,2%[10 µM],-13%[1.84 µM],16%
O=C(CCc1nc2ccccc2[nH]1)Nc1ccc2c(c1)OCO2,-18%,-9%,-24%,13%,16%,-6%,23%[38.3 µM]
Cc1ccc2nc(Nc3ccccc3)c(/C=N/O)c(=O)n2c1,-10%,1%,2%,1%,12%[10 µM],-22%,13%
Cc1cc(C)nc(N2CCCC(C(=O)NCc3ccc4c(c3)OCO4)C2)n1 (centres undefined),-11%[9.22 µM],-3%,-2%,.,-18%[10 µM],1%,5%
CC(=O)N(c1ccccc1C)S(=O)(=O)c1ccc(Cl)cc1,5%,2%,-7%,.,3%,9%,3%
CCCSc1nnc(-c2cccc(S(=O)(=O)N(C)C)c2)n1-c1cc(OC)ccc1OC,2%[9.22 µM],-3%,-24%,-3%,4%[10 µM],-2%,17%[38.3 µM]
NC(=O)c1ccc(N2CCCCC2)c(N2C(=O)C3C4C=CC(C4)C3C2=O)c1 (centres undefined),?,-2%,-3%,-1%,-9%,6%,4%[38.3 µM]
CC(=O)Nc1ccc(NC(=O)CSc2ncnn2-c2ccccc2)cc1,-6%,-1%,4%,-5%,13%,-18%,-16%[38.3 µM]
CCCOc1ccc(N2C(=O)CC(N(CCC)C(=O)CCC(=O)O)C2=O)cc1 (centres undefined),?,-1%,7%,13%,12%,-3%,25%[38.3 µM]
CNC(=O)C(=O)Nc1nc(C23CC4CC(CC(C4)C2)C3)cs1,-11%[9.22 µM],5%,0%,1%[46 µM],-9%[10 µM],.,0%
CCCCc1ccc(NS(=O)(=O)c2cccs2)cc1,3%,.,7%,?,-21%,.,.
N#CC1=C(N)SC(N)=C(C#N)C1CCc1ccccc1,?,-2%,12%,-18%,20%[10 µM],-43%[inhibitor],8%[38.3 µM]
CC1Oc2ccccc2N(Cc2ccccc2F)C1=O (centres undefined),2%,-2%,1%,8%,-6%,17%,10%[38.3 µM]
CCOc1ccc(C(C(=O)NC2CCCCC2)N(C(=O)c2ccco2)c2ccc(-n3cnnn3)c(C)c2)cc1 (centres undefined),4%,1%,-10%,0%,16%[10 µM],3%,14%
Cc1nn(Cc2ccccc2)c(C)c1NC(=O)CCCn1nc(C)c([N+](=O)[O-])c1C,16%,-1%,-2%,-7%,-8%[10 µM],0%,8%
COc1ccc(-c2cc(C(F)(F)F)n3nc(N)nc3n2)cc1,4%,-3%,6%,-12%,-26%,-18%,11%[38.3 µM]
C=CCC(=O)OCC(=O)Nc1ccc(Cl)cn1,-11%,-3%,-2%,5%,13%,-1%,3%[38.3 µM]
CC(=O)c1c(-c2ccc(Cl)cc2Cl)noc1C,-6%[9.22 µM],.,5%,.,14%[10 µM],.,.
O=C(NC(=S)NCc1ccc2c(c1)OCO2)c1ccccc1,6%,4%,-2%,4%,17%[10 µM],-3%[1.84 µM],6%
Cc1ccc(-c2n[nH]c(=S)n2/N=C/c2cc3c(cc2[N+](=O)[O-])OCO3)cc1,26%,20%,0%,3%,-6%,-10%,23%[38.3 µM]
Cc1ccccc1Nc1c(-c2ccccn2)nc2c(C)cccn12,-5%,-4%,?,.,-46%[inhibitor],1%,8%
O=S(=O)(c1ccc(Cl)nc1)N1CCN(c2ncccn2)CC1,-9%[9.22 µM],.,-5%,.,6%[10 µM],.,.
O=C(Cn1cnc2cc([N+](=O)[O-])ccc2c1=O)Nc1ccc(N2CCOCC2)cc1,5%[9.22 µM],.,-5%,.,-7%[10 µM],.,.
Cc1ccc(Sc2nc(C)c([N+](=O)[O-])c(C)c2C#N)cc1,-8%[9.22 µM],.,-8%,.,-1%[10 µM],.,.
CCOc1cc(C(=O)OCC(=O)Nc2cccc(C)c2)ccc1OCC(=O)N1CCOCC1,-10%,2%,7%,-6%,12%[10 µM],11%,-2%
Cc1nc2ccccc2c2oc(C(=O)NCCN3CCN(C)CC3)cc12,-18%,-1%,-5%,-5%,-7%,19%,21%[38.3 µM]
CC(C)CN=C(N)N=C(N)N,.,-3%[7.66 µM],.,.,20%[10 µM],-9%[9.22 µM],12%

# In the list so far, 10 contain a halogen.
SMILES,HttQ103 aggreg,Luc counter,CBFb RUNX1 block,Lamin A splicing,HTT ATP protect,SMN2 splice enh,IMPase Li inh
O=C(O)c1cccc(COc2ccccc2Cl)c1,-25%,?,2%,9%,-88%[inhibitor][0.074 µM],0.032µM*,28%[38.3 µM]
CCS(=O)(=O)N1CCN(c2cnn(-c3ccccc3)c(=O)c2Cl)CC1,27%,-7%,-4%,.,-17%,11%,-18%
CNc1nc(NCCOC23CC4CC(CC(C4)C2)C3)nc(OCC(F)(F)F)n1,-23%,-2%,-1%,8%,-36%,-20%,18%[38.3 µM]
Cc1c(C(=O)Nc2cccc(Cl)c2)cn2c(nc3ccccc32)c1C#N,14%,0%,1%,7%,-13%[0.074 µM],-5%,0%
CC(=O)N(c1ccccc1C)S(=O)(=O)c1ccc(Cl)cc1,5%,2%,-7%,.,3%,9%,3%
CC1Oc2ccccc2N(Cc2ccccc2F)C1=O (centres undefined),2%,-2%,1%,8%,-6%,17%,10%[38.3 µM]
COc1ccc(-c2cc(C(F)(F)F)n3nc(N)nc3n2)cc1,4%,-3%,6%,-12%,-26%,-18%,11%[38.3 µM]
C=CCC(=O)OCC(=O)Nc1ccc(Cl)cn1,-11%,-3%,-2%,5%,13%,-1%,3%[38.3 µM]
CC(=O)c1c(-c2ccc(Cl)cc2Cl)noc1C,-6%[9.22 µM],.,5%,.,14%[10 µM],.,.
O=S(=O)(c1ccc(Cl)nc1)N1CCN(c2ncccn2)CC1,-9%[9.22 µM],.,-5%,.,6%[10 µM],.,.

# Next entries follow.
SMILES,HttQ103 aggreg,Luc counter,CBFb RUNX1 block,Lamin A splicing,HTT ATP protect,SMN2 splice enh,IMPase Li inh
FC(F)Oc1ccccc1NC(=S)Nc1cccnc1,-9%,5%,-8%,3%[46 µM],-25%,-2%,-2%
CC(NC(=O)/C(C#N)=C/c1cn(-c2ccccc2)nc1-c1ccc(F)cc1)c1ccccc1 (centres undefined),?,3%,15%,1%,2%[10 µM],-3%,16%
CC1=C(C(=O)OC(C)C)C(c2cccnc2)C2=C(CCCC2=O)N1 (centres undefined),-1%[9.22 µM],4%,3%,3%,11%,-7%,-13%[38.3 µM]
O=C(O)CNc1ccc(S(=O)(=O)C(F)(F)F)cc1[N+](=O)[O-],-12%[9.22 µM],.,-1%,.,12%[10 µM],.,.
O=C(CSc1nc2c(sc3ccccc32)c(=O)n1CCCN1CCCC1)NCc1ccccc1,20%,2%,-22%,-20%[46 µM],3%[10 µM],-5%,10%
O=C(CCSCCC(=O)Nc1ccccc1F)Nc1ccccc1F,7%,2%,-10%,7%,-23%[10 µM],?,-2%
COc1cc(C(=S)N2CCCCC2)ccc1OCC(=O)Nc1ccccc1Cl,17%,2%,-9%,?,.,-13%,10%
COc1ccc(Cn2c(-c3ccc(C)cc3)nc3c(c(=O)c4ccccc4n3C)c2=O)cc1,36%,-1%,1%,?,.,-17%,8%
N#Cc1c(/N=C/C=C/c2ccccc2)sc2c1CCCC2,5%,-3%,5%,6%,10%,-11%,-3%[38.3 µM]
COc1ccc(CCNC2=CC(=O)N(c3ccc(F)cc3)C2=O)cc1,-6%,0%,2%,.,-39%[inhibitor],-3%,0%
